From PubChem
PAX8 reporter: inhibitors of PAX8 transcriptional activity in RMG-I cells; 1.2% of 360,000 active; RMG-I TPO-luciferase reporter, SteadyGlo, 24 h; inhibition, % at 12.6 µM;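 active = mean replicate inhibition at least 60% with every replicate also reaching 60%; inconclusive = only one of the two criteria is met; inactive = mean below 60% and not all replicates reaching 60%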;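 note: luciferase light reporting Pax8 driven TPO promoter activity; plate controls were median of neutral control wells for no effect and mitoxantrone controls for full effect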
DENV2 CPE rescue: inhibitors of DENV2 cytopathic effect | 1.7% of 350,000 active | CPE inhibition, % at 9.99 µM | DENV2-infected cells, cytopathic effect rescue, plate reader; in the data active = CPE inhibition above about 20%, passing the limit was not always enough; inconclusive = no clear call, values can overlap the other calls; tested in BHK-21 cells;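 note: 0% = median of neutral control wells and 100% = median of positive control wells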
ERp5 block: inhibitors of human ERp5. Q15084. ERp5 insulin aggregation, absorbance 650 nm, 90 min. inhibition, % at 9.99 µM. 0.05% of 350,000 active;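 active = mean replicate inhibition above about 25%, with every replicate also reaching it, limit read from the data, passing the limit was not always enough; inconclusive = only one of those two criteria met; inactive = neither criterion met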
Target sequence (Q15084 whole entry, looked up): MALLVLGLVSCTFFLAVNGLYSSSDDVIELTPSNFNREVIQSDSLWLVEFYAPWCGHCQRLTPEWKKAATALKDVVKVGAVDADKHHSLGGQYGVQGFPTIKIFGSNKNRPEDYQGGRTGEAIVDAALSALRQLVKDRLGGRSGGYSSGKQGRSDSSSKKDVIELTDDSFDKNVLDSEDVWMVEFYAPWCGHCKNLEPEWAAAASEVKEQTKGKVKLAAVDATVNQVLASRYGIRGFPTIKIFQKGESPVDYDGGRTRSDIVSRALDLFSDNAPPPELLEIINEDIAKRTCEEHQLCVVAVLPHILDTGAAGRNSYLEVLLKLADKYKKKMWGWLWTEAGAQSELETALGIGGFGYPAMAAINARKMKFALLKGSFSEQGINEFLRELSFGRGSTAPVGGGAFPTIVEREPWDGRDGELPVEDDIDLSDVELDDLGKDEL
ARNT-TACC3 inh: ARNT/TACC3 interaction disruption; AID 623870; inhibition, % at 9.99 µM; AlphaScreen His-ARNT PAS-B/GST-TACC3 binding, luminescence; TACC3 fragment carries E629A point mutation; Q9Y6A5; 0.66% of 390,000 active;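 active = mean inhibition of replicates at least 50% and at least half of replicates each reaching 50%; inconclusive = half or more replicates reach 50% but mean below 50%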;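 note: 0% = complete ARNT plus TACC3 wells and 100% = ARNT alone without TACC3; many hits fall short of the cut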
INS-1E GSIS act: primary screen for activators of insulin secretion dependent on glucose, INS-1E cells, GLuc reporter luminescence; activation, % at 16.6 µM; INS-1E GLuc reporter insulin secretion, 2-3 h; AID 743287; 0.61% of 370,000 active;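 active = lowest replicate activation of at least 40%, so every replicate reaches that level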;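 note: 0% = median of neutral control wells and 100% = median of IBMX positive control wells; some compounds called inactive have numbers as strong as hits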
EWS-Fli inh: EWS/Fli transcriptional activity inhibition; A673 NR0B1-luciferase reporter, viability-normalised; inhibition, % at 12.6 µM; 0.67% of 350,000 active; AID 651661;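 active = mean inhibition of at least 50% after viability correction, with every replicate also passing that limit; inconclusive = mean reaches 50% but only one of two replicates passes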;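 note: firefly luciferase signal divided by Alamar Blue viability fluorescence both relative to DMSO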
Xi reactivation: activators of X-chromosome reactivation in mouse fibroblasts; XiGFP mouse fibroblasts, % GFP-positive cells imaging, 3 d; cells co-treated with 5-aza-dC sensitizer; scaled so ellipticine positive control = 100%; activation, % at 7.58 µM; 0.055% of 360,000 active; AID 743238;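 active = mean normalized replicate activation at least 10% and every replicate at or above 10%; inconclusive = only one of the two criteria met; inactive = mean below 10% and not all replicates reach 10%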;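 note: 0% = median of on-plate neutral control wells and 100% = ellipticine 6 µM median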
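Schedule: 3 d treatment, 15 min room-temperature fixation; system: 68-5-11 XiGFP fibroblast line; buffer or medium: DMEM plus 5-aza-dC sensitizer; control set: ellipticine 6 µM positive control; compound: one concentration, pinned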
CFTR F508del cor: correctors of CFTR F508del function in bronchial epithelial cells; activity (quench increase), % at 7.58 µM; AID 720511; 0.36% of 350,000 active; CFBE cells, YFP halide quenching; stimulated with forskolin plus potentiator P3; % fluorescence drop versus neutral controls;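 active = mean added fluorescence quench of at least 8% versus neutral control, with both replicates also reaching 8%; inconclusive = only one of the mean or replicate conditions met; inactive = mean below 8% and not both replicates reaching 8%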;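 note: cells transiently co-express mutant CFTR-F508del with the halide-sensitive YFP; corrector assay measuring rescue of mutant channel to the surface after 24 h compound exposure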
* marks the source's active call; other numbers are inactive results; ? = inconclusive; · = no result given; & = joins results of further samples.

Below each compound: Xi reactivation	CFTR F508del cor	INS-1E GSIS act	DENV2 CPE rescue	EWS-Fli inh	ARNT-TACC3 inh	PAX8 reporter	ERp5 block
1	COCCN1Cc2cc(C(=O)OC)c3c(c2C1=O)c1ccccc1n3S(=O)(=O)c1ccc(OC)cc1
 : 0.2	0.8	·	3	12	·	3	3
2	C[C@H](CO)N1C[C@H](C)[C@H](CN(C)S(=O)(=O)c2cn(C)cn2)Oc2ncc(C#CCN(C)C)cc2C1=O
 : -1.5	3.5&0.9	31	5&2	-8&-10	-8&-6	·	-6&-3
3	NC(=N\N=Cc1ccccc1)/C(N)=N/N=Cc1ccccc1
 : 0.1	-3.8	·	-4	-53	·	-21	2
4	O=C1C2C3C=CC(CC3)C2C(=O)N1/N=C/c1c[nH]c2ccccc12 (stereo not drawn)
 : 0.0	-4.8	-2	2	-57	3	-116	5
5	CCCN1CCN(CCCNC(=O)c2ccc3nc(N4CCCCC4)sc3c2)CC1
 : 0.3	-0.1	9	1	-63	-4	-144	-7
6	CCN(c1ccccc1)S(=O)(=O)c1ccc(Cl)c(C(=O)OCC(=O)c2[nH]c(C)c(C(C)=O)c2C)c1
 : 0.3	-0.1	2	11	10	-5	-15	-4
7	O=C(Cc1ccccc1[N+](=O)[O-])NCc1ccc2c(c1)OCO2
 : 0.0	·	-1	·	·	-6	-69	·
8	CCOC(=O)CSc1nc2nc(Cl)c(Cl)nc2[nH]1
 : 0.0	-0.1	-17	7	-10	·	0	-11
9	CCCCC(=O)OCC(=O)c1[nH]c(C)c(C(C)=O)c1C
 : 0.0	-0.6	1	3	-6	-3	-16	-6
10	C[C@@H]1CN([C@@H](C)CO)C(=O)c2cc(NC(=O)Nc3ccc(F)cc3)ccc2O[C@H]1CN(C)S(=O)(=O)c1cccs1
 : 0.0	-1.3	-12	-1	-33	-3	·	-1
11	O=C(CCc1ccccc1)NCCCNC(=O)CCc1ccccc1
 : 0.1	-3.8	-19	14	-8	-2	2	2
12	O=C(CSc1cccc2cccc(Cl)c12)NCc1cccs1
 : 0.0	-1.1	0	0	-5	-13	-8	-1
13	C=CCN(C(=O)Nc1ccc(OC)cc1)c1nnc(-c2ccncc2)s1
 : 0.0	4.7	-7	-3	9	-3	9	2
14	COCCNC(=O)C1(C)CCCN(C(=O)c2cc(F)ccc2C)C1 (stereo not drawn)
 : 0.2	-1.9	18	-4	5	·	-2	-1
15	CCSc1nnc(NC(=O)[C@H](C)N2C(=O)C3CC=CCC3C2=O)s1 (stereo partly drawn)
 : 0.0	-0.2	-3	0	-5	2	5	-7
16	COc1ccc(-c2csc(NC(=O)c3cc(=O)c4ccccc4o3)n2)cc1OC
 : 0.6	0.1	12	-8	-51	-5	18	0
17	CSc1nc(C)nc(N/C=C(\C#N)S(=O)(=O)c2ccccc2Cl)n1
 : -0.1	0.5	12	-1	4	-2	1	1
18	CCN(Cc1cc2ccccc2[nH]c1=O)C(=O)c1cccc([N+](=O)[O-])c1
 : 0.1	-1.4	9	0	-13	·	3	2
19	N#CCCNC(=O)Cn1c(COc2ccc(Cl)cc2)nc2ccccc21
 : 0.0	-0.8	·	-12	-9	·	70*	-13
20	CCCCOc1ccc(CN2CCSCC2)cc1
 : 0.0	-2.1	-2	11	-32	0	-29	-2

Single entries from above.
cpd 20 in DENV2 CPE rescue → 11
cpd 16 in PAX8 reporter → 18
cpd 14 in DENV2 CPE rescue → -4
cpd 15 in ARNT-TACC3 inh → 2
cpd 19 in ERp5 block → -13

As a working copy, five of the compounds above.
Below each compound: Xi reactivation	CFTR F508del cor	INS-1E GSIS act	DENV2 CPE rescue	EWS-Fli inh	ARNT-TACC3 inh	PAX8 reporter	ERp5 block
11	O=C(CCc1ccccc1)NCCCNC(=O)CCc1ccccc1
 : 0.1	-3.8	-19	14	-8	-2	2	2
12	O=C(CSc1cccc2cccc(Cl)c12)NCc1cccs1
 : 0.0	-1.1	0	0	-5	-13	-8	-1
13	C=CCN(C(=O)Nc1ccc(OC)cc1)c1nnc(-c2ccncc2)s1
 : 0.0	4.7	-7	-3	9	-3	9	2
14	COCCNC(=O)C1(C)CCCN(C(=O)c2cc(F)ccc2C)C1 (stereo not drawn)
 : 0.2	-1.9	18	-4	5	·	-2	-1
15	CCSc1nnc(NC(=O)[C@H](C)N2C(=O)C3CC=CCC3C2=O)s1 (stereo partly drawn)
 : 0.0	-0.2	-3	0	-5	2	5	-7

(further entries)
Below each compound: Xi reactivation	CFTR F508del cor	INS-1E GSIS act	DENV2 CPE rescue	EWS-Fli inh	ARNT-TACC3 inh	PAX8 reporter	ERp5 block
21	CCCOc1ccc(-c2c(=O)n(OCC(=O)OCC)c3ccccc3[n+]2[O-])cc1
 : 0.2	0.3	-2	-7	-63	-3	-102	1
22	COc1cccc(C2(O)CCN(CC(=O)NCC3CC3)CC2)c1
 : 0.0	1.5	0	·	2	6	-1	6
23	CCCCOc1ccc(-c2n[nH]c(=S)n2Cc2ccccc2)cc1
 : 0.0	-2.1	6	0	7	4	0	1
24	CSCc1c(C(=O)N2CCCc3ccccc32)oc2ccccc12
 : 0.1	-1.4	-4	-5	8	-2	12	12
25	CCOC(=O)c1sc2nc(C)nc(NC3CCC(O)CC3)c2c1C (stereo not drawn)
 : 0.2	0.6	45	-6	-17	-3	-10	0
26	CCOc1ccc(NC(=O)c2c(NC(=O)CN3CCN(C)CC3)sc3c2CCC3)cc1
 : -0.1	-3.8	-10	6	1	21	6	-1
27	Cc1ccc(CN2CCN(Cc3c[nH]c4ccccc34)CC2CCO)o1 (stereo not drawn)
 : 0.2	1.7	-11	0	16	-12	1	-2
28	CSc1ccccc1C(=O)OCC(=O)N1CCN(C(C)=O)CC1
 : 0.9	-3.9	18	3	-10	·	3	-2
29	COc1cccc(CNC(=O)C23CN(Cc4ccccc4)CC2C(c2ccc([N+](=O)[O-])cc2)=NO3)c1 (stereo not drawn)
 : 0.1	0.5	-8	-1	2	2	10	-5
30	COc1ccccc1CNS(=O)(=O)c1ccc2c(c1)oc(=O)n2C
 : 0.3	0.2	·	-1	0	2	12	0
31	O=C(c1ccc2ccccc2c1)N1CCN(c2ccccn2)CC1
 : 0.1	-3.0	-13	-6	-6	-27	-25	1
32	COCCN(Cc1nnc(-c2cccs2)o1)C(=O)CN1C(=O)NC2(CCCCC2)C1=O
 : 0.2	4.3	·	-3	-2	11	7	3
33	CCc1ccc(NC(=O)N2CCc3ccccc3C2)cc1
 : -0.1	1.7	-26	-5	·	5	-174	-1
34	CCOc1ccc(C2/C(=C(/O)c3ccc(S(=O)(=O)N4CCCCC4)cc3)C(=O)C(=O)N2CCCOC)cc1OC (stereo not drawn)
 : 0.1	1.4	3	0	2	-6	21	0
35	COC(=O)CSc1nnc(-c2cccnc2)n1-c1cccc(OC)c1
 : ·	0.3	21	0	-3	-1	·	3
36	CCCN1CCC(=O)N([C@H](CSc2ccc(C)cc2)Cc2ccccc2)CC1
 : 0.0	-4.8	·	-13	1	2	6	-1
37	CO[C@H]1CN(C)C(=O)c2cc(NS(=O)(=O)c3cn(C)cn3)ccc2OC[C@H](C)N(CC2CC2)C[C@@H]1C
 : 0.0	-2.4	0	-3	-1	-2	·	1
38	COc1ccc(C(=O)COC(=O)c2ccccn2)c(OC)c1
 : -0.1	3.8	2	-3	-12	1	-97	6
39	O=C1C=C(c2cccc(Cl)c2)C[C@@H](c2ccc3c(c2)OCO3)C1
 : -0.1	3.9	·	·	-10	-9	-10	4
40	CC1(C2CC2)NC(=O)N(CC(=O)Nc2cc(S(=O)(=O)N3CCCCC3)ccc2Cl)C1=O (stereo not drawn)
 : 0.1	-0.1	-13	0	5	·	4	3
41	COc1cccc(-c2ccc([C@@H]3[C@H]4CN(CC5CCOCC5)CCCCN4[C@H]3CO)cc2)c1
 : ·	1.4	·	4	-1	20	-16	2
42	COc1ccc(CN2CCCC(C(=O)N3CCCC3)C2)c(OC)c1OC (stereo not drawn)
 : -0.1	0.6	14	-9	-4	-7	1	-1
43	C[C@@H]1CN([C@H](C)CO)C(=O)c2cccc(NC(=O)c3ccc(-c4nccs4)cc3)c2O[C@H]1CN(C)S(=O)(=O)c1ccc(F)cc1
 : -0.9	0.0	-10	-4	-8	1	·	-5
44	C[C@@H]1CN([C@@H](C)CO)C(=O)Cc2cc(N(C)C)ccc2O[C@H]1CN(C)C(=O)Nc1ccc(F)cc1
 : -1.4	2.9	5	-2	0	-6	11	-4
45	COC(=O)c1ccc(CN2CC(=O)N3[C@H](CO)[C@@H](c4ccc(-c5ccccc5F)cc4)[C@H]3C2)cc1
 : 0.1	0.8	-11	1	6	·	-27	-5
46	CN(C)CCCNC(=O)C[C@@H]1CC[C@H](NS(=O)(=O)c2ccccc2)[C@H](CO)O1
 : 0.0	-1.1	1	-3	-9	-9	0	4
47	CCOC(=O)c1cc(CC)sc1NC(=O)COC(=O)c1ccccn1
 : 0.4	-1.9	39	-6	0	-6	-29	-1
48	O=C(NCc1ccncc1)c1ccc(NS(=O)(=O)c2ccc(F)cc2)cc1
 : 0.0	-3.8	0	-2	8	·	-2	3
49	O=C(N[C@H]1CC[C@@H](CCNS(=O)(=O)c2ccc(F)cc2)O[C@H]1CO)c1cnccn1
 : -0.2	0.1	9	-9	1	-4	-8	2
50	CCc1cc2c(-c3ccccc3)cc(=O)oc2cc1OCC(C)=O
 : 0.2	-0.2	17	-1	16	1	8	2
51	CC(C)C(=O)NCc1cc(-c2ccc(Cl)cc2)no1
 : -0.1	-3.0	·	3	-6	-5	-20	0
52	CCC(=O)N(C)C[C@@H]1Oc2cc(-c3ccc(C)cc3)ccc2S(=O)(=O)N([C@@H](C)CO)C[C@@H]1C
 : -0.5	-0.4	-9	-5	2	1	·	·
53	NS(=O)(=O)c1ccc(CCNC(=O)Cc2ccc(S(=O)(=O)N3CCOCC3)s2)cc1
 : 0.1	1.6	10	-1	-5	0	14	10
54	COc1ccc(-n2c(SCC(=O)Nc3ccccc3C)nc(O)c(Cc3ccccc3)c2=O)cc1
 : 0.2	-1.8	-14	-2	-6	21	20	-3
55	COc1ccc2cc3c(N)nn(C(=O)c4ccc(F)cc4)c3nc2c1
 : 0.0	-4.2	3	7	-29	10	-19	4
56	CC(C)=Nc1ccccc1C1COC(=O)C1=N (stereo not drawn)
 : 0.5	3.5	-11	?	8	-2	12	0
